m5-HT2A agonist: agonists of mouse serotonin 5-HT2A receptor (HTR2A). P35363. CHO-K1 mHTR2A beta-arrestin complementation, luminescence; percent of 30 µM serotonin response. activation, % at 7.6 µM. 360,000 compounds, 0.66% hits. AID 624169;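 active means activation above a run cutoff, the mean activation of all tested compounds plus 3 SD, cut at about 14% in these data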;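 further: 0% = plate median of compound wells and 100% = 30 µM serotonin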
Target sequence (P35363 whole entry, looked up): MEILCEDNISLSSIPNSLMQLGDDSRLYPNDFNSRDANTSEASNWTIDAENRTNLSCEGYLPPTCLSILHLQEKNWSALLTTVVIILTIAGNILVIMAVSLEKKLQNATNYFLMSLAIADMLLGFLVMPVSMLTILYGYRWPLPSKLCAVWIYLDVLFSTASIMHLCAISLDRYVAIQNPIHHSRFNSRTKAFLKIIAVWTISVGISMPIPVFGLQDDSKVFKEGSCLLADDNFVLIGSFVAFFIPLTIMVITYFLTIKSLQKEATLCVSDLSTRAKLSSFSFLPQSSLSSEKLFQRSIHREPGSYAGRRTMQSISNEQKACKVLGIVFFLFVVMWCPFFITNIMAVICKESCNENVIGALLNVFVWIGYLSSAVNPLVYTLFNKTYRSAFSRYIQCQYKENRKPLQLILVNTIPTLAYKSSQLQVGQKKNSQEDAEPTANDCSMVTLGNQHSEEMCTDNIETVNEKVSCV
MC4R barr agon: activates human MC4R beta-arrestin recruitment | P32245 | U2OS MC4R beta-arrestin complementation, luminescence; percent of melanotan II response, DMSO zero | activation, % at 8.9 µM | 360,000 compounds, 0.98% hits;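 active means activation above a per-plate cutoff, the mean activation of sample wells on that plate plus 3 SD, cut at about 8% in these data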
Target sequence (P32245 whole entry, looked up): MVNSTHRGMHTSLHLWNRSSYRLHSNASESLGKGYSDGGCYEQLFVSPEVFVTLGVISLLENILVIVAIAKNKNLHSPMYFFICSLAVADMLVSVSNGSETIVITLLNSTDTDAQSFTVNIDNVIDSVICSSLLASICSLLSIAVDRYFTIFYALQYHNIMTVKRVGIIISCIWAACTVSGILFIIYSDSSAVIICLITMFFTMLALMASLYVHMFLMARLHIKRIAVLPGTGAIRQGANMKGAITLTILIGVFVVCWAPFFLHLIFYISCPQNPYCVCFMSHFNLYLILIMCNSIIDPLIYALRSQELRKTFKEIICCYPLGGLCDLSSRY
TLR9-MyD88 inh: blocks human TLR9 binding to MyD88; inhibition, % at 4.98 µM; AID 504734; 340,000 compounds, 0.21% hits; CHO BLA complementation TLR9-MyD88, CCF4 FRET ratio;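 active means inhibition above the mean over all tested compounds plus 3 SD, cut at about 21% in these data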;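 further: 0% = DMSO only wells and 100% = clavulanate BLA inhibitor control wells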
Glyco luc inh: N-linked glycosylation inhibition | D54 ERlucT glycosylation luciferase reporter, 24 h; percent of 100 nM tunicamycin response | reporter increase, % at 12.5 µM | 360,000 compounds, 0.23% hits;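 active means mean luciferase reporter signal, scaled so untreated is 0 and the glycosylation-blocking control 100, at or above a set limit in every replicate; inconclusive means mean reaches the limit but not every replicate does; inactive means mean below the limit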;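 further: luciferase carries N-glycosylation sites so blocking glycosylation raises the light; 0% = median of neutral control wells and 100% = median of 100 nM tunicamycin wells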
NOD2 RIPK2 PPI: inhibitors of human NOD2-RIPK2 interaction; O43353; CHO BLA complementation NOD2-RIPK2, CCF4 ratio; inhibition, % at 4.98 µM; 360,000 compounds, 0.38% hits; in the data active means inhibition above about 21%;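 further: 0% = vehicle only and 100% = reference blocker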
ABCB6 inh MLPCN: inhibitors of human ABC transporter ABCB6. fluorescence ratio to DMSO, % at 10 µM. K562-ABCB6 porphyrin accumulation, flow cytometry, 1 h; active compounds read low. 360,000 compounds, 0.19% hits. AID 602162;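 active means fluorescence ratio to DMSO below 75%, the collection mean minus 3 SD; inconclusive means too few cells collected in the well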;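 further: signal is porphyrin accumulated inside mitochondria; 100% equals median channel fluorescence of DMSO control wells; lower ratio means ABCB6 inhibition with less porphyrin fluorescence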
ABHD5-PLIN5 inh: blocks binding of human ABHD5 to perilipin-5 | AID 602281 | inhibition, % at 4 µM | Split G. princeps luciferase complementation, luminescence, 4 h | 360,000 compounds, 0.78% hits | Q00G26+Q8WTS1;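 active means inhibition above the mean inhibition across every tested compound plus 3 SD, cut at about 22% in these data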;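 further: 0% = DMSO only wells and the 100% control is not disclosed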
NCOA2 inhibitor: human SRC2 (NCOA2) inhibition | Q15596 | HEK293 GAL4-SRC2 luciferase reporter, luminescence | inhibition, % at 9 µM | 370,000 compounds, 0.17% hits | AID 651957;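 active means inhibition above the mean inhibition of all tested compounds plus 3 SD, set per campaign, cut at about 52% in these data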;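 further: 0% = DMSO treated cells and 100% = cells given Gossypol at 36 µM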
MC4R antag cAMP: blocks human MC4R cAMP signaling; P32245; MC4R-expressing cells, MTII-stimulated cAMP, LANCE TR-FRET; inhibition, % at 6.5 µM; 360,000 compounds, 0.48% hits; AID 540295;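 active means inhibition above its plate's cutoff, the mean of tested wells on that plate plus 3 SD, cut at about 29% in these data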;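 further: 0% = Melanotan II alone and 100% = Melanotan II plus saturating MCL0020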
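material = U2OS cells stably expressing human melanocortin 4 receptor (MC4R) | also added = Melanotan II challenge | dosing = single nominal compound dose of 6.5 µM | detection = TR-FRET with Eu-cAMP and labeled anti-cAMP, 671 nm | replication = singlicate | timing = compound 30 min, challenge 1 h, detection 1 h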
Cardio protect: protects H9c2 cardiomyocytes from peroxide injury. H2O2 injury protection, ATPLite, 2 h. protection from H2O2 cell death, % at 20 µM. 360,000 compounds, 0.63% hits;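 active means compounds giving at least 50% protection of heart cells from peroxide-induced death in the single-dose screen, raw or plate-pattern-corrected value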;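 further: 0% = DMSO wells with peroxide and 100% = DMSO wells without peroxide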
Starred values were filed as active, the others as inactive; ? = inconclusive; . = no result given.

smiles,m5-HT2A agonist,MC4R barr agon,TLR9-MyD88 inh,Glyco luc inh,NOD2 RIPK2 PPI,ABCB6 inh MLPCN,ABHD5-PLIN5 inh,NCOA2 inhibitor,MC4R antag cAMP,Cardio protect
COc1ccc(/C=C(/NC(=O)c2ccccc2)C(=O)NC2CCS(=O)(=O)C2)cc1 (centres undefined),1,-0.4,12,4,-1,96,-8,-7,-3,2
OC[C@@H]1[C@@H](c2ccc(Cl)cc2)C(c2cccc(Cl)c2)=NN1c1ccccc1,5,3.4,2,-5,34*,95,-13,5,14,-26
CCOC(=O)c1c(C)c(-c2ccccc2)n(CC(=O)N2CCN(C)CC2)c1C,2,0.0,-5,-1,-9,92,-1,-15,9,27
COc1ccc(CNC(=O)CN(C(=O)c2csnn2)c2ccc(C(C)=O)cc2)cc1,0,-0.6,-3,0,4,96,0,-31,-1,4
CCCCC(=O)Nc1nnc(SCC(=O)NC2CCCC2)s1,5,-2.5,3,-3,-3,99,-1,12,3,-3
CCCN1CCN(C(=O)c2ccc(CS(=O)c3ccc(Br)cc3)o2)CC1 (centres undefined),-11,1.2,5,-4,-7,193,0,-7,6,-1
COc1cc(OC)c(OC)cc1/C=C1\SC(N2CCCCC2)=NC1=O,-4,0.5,1,2,1,99,0,-54,-8,-11
CC1CCC2(CC1)NC(=O)N(CC(=O)Nc1ccc3c(c1)OCCCO3)C2=O (centres undefined),0,-0.2,-6,8,-2,91,1,-3,2,-1
CCn1ncc([N+](=O)[O-])c1C(=O)Nc1nc2cccc(C)c2s1,4,-0.4,-3,0,-7,89,-2,13,2,-3
COC(=O)c1c(NC(=O)c2nc3ccccc3s2)sc2c1CC(C)(C)NC2(C)C,-2,0.6,0,1,1,94,-3,-31,9,-38
O=C(OCc1cc([N+](=O)[O-])cc2c1OCOC2)c1ccc2ccccc2n1,-2,0.2,-4,-1,1,95,2,4,8,7
NC(=O)NC(=O)COC(=O)/C=C/c1cccc(Br)c1,1,-0.9,8,2,-2,97,4,-6,-6,-4
Cc1ccccc1NS(=O)(=O)c1ccc(OCC(=O)N2CCCC2)cc1,0,1.0,-24,1,2,85,-5,2,3,-4
CC1(C(=O)O)COC(c2ccc([N+](=O)[O-])cc2)OC1 (centres undefined),6,-0.4,-7,2,-17,94,-3,-10,-3,-3
CCOC(=O)c1[nH]nc2c1C(=O)N(CC)C2=O,0,-0.4,8,0,-2,98,3,-25,3,2
C=CCn1c(=NC(=O)C2CC2)sc2cc(NC(C)=O)ccc21,-9,0.0,3,0,3,100,-7,-14,9,18
CN1C(=O)c2ccc(NC(=O)c3c(F)c(F)c(F)c(F)c3F)cc2C1=O,5,1.1,-11,-1,2,95,2,0,28,14
Cn1c(-c2ccc(Br)o2)nc2ccccc21,-4,-1.3,1,-4,-4,99,9,-57,-8,-28
Fc1cccc(F)c1-c1nc(-c2ccncc2)no1,5,-1.2,-30,1,-6,95,-2,-53,3,1
CC(C)c1ccc(CC(=O)N2CCC2(C)C(=O)Nc2ccc3c(c2)OCCO3)cc1 (centres undefined),0,-1.5,.,0,0,95,-2,8,-6,-12
Cc1cc(Br)ccc1NC(=O)CNC(=O)CN1C(=O)NC2(CCCCCC2)C1=O,5,-0.1,4,1,0,97,4,-9,1,9
c1cc2c3c(cccc3c1)NC1(CCC3(CC1)Nc1cccc4cccc(c14)N3)N2,2,7.5,4,2,-7,98,12,13,16,-17
COc1cc(-c2cc(N)n(S(=O)(=O)c3ccccc3)n2)cc(OC)c1OC,-3,-1.5,3,4,-2,99,-6,-17,4,-6
Cc1cc(C)cc(C(O)c2ncc(-c3cccc(F)c3)[nH]2)c1 (centres undefined),-3,-0.8,.,1,-11,97,-1,8,2,-4
O=C(NCCCN1CCOCC1)c1ccc2c(=O)n(Cc3ccc(Cl)cc3)c(=S)[nH]c2c1,-2,-0.5,0,-4,3,98,6,21,20,4
CC1CC(C)CN(C(=O)COC(=O)c2ccc3c(c2)OCO3)C1 (centres undefined),-5,0.2,-1,0,-3,97,20,-9,3,8
O=C(CCCNC(=O)c1ccc(Cl)cc1)NCc1ccccc1Cl,3,-0.6,-3,1,-4,99,3,-28,9,-4
O=C(NCCCn1ccnc1)c1cccc(Br)c1,8,1.0,-1,1,-5,91,4,-14,3,0
COc1ccc(CNC(=O)[C@@H](NC(=O)C2CCN(S(=O)(=O)c3ccccc3)CC2)C(C)C)cc1,2,-1.4,-10,1,-1,105,6,4,4,4
COc1ccc(S(=O)(=O)Nc2ccc3c(c2)C(=O)N([C@H](C)CO)C[C@H](C)[C@@H](CN(C)C(=O)Nc2ccccc2)O3)cc1,3,1.4,0,3,-12,95,1,-22,9,-1
CCN(Cc1ccncc1)C(=O)CSc1ccc2ccccc2c1,-3,-0.9,12,0,-9,96,3,-6,16,0
CCc1c(C)n2nc(C)cc2[nH]c1=O,0,-1.2,-7,0,-13,96,0,13,0,5
O=C(c1cc2ccccc2cc1O)N1CCCC1,-3,0.2,2,1,3,98,6,-13,-1,-6
CCCCn1nnnc1NCc1ccc(C)s1,-1,-2.5,6,1,6,100,2,-16,10,4
O=c1cc(CO)occ1OCc1cccc(C(F)(F)F)c1,1,-1.1,0,0,7,96,-2,-8,0,-1
CN1C(=O)Cc2cc(S(=O)(=O)NCc3c(F)cccc3Cl)ccc21,-7,-1.5,-3,2,-11,99,2,-37,1,2
c1cncc(CSc2ccc(-c3ccc4c(c3)OCO4)nn2)c1,0,-0.8,-7,-1,-7,100,0,-20,-3,-15
CC(C)Nc1c([N+](=O)[O-])c(=O)oc2ccccc12,2,0.0,-1,-1,-10,94,-8,15,5,1
COc1ccc(C(=O)c2ccc(N3CCOCC3)cc2)c(OC)c1,-6,-0.3,-1,-2,-6,96,0,-28,0,0
CC(C)CN(C(=O)COC(=O)CCC(=O)c1ccc(Cl)cc1)c1c(N)n(Cc2ccccc2)c(=O)[nH]c1=O,-2,-4.0,-8,-2,-8,94,11,22,11,-4
CCCCN(C(=O)Cc1cccs1)c1nnc(-c2cccnc2)s1,2,-0.5,6,1,4,91,8,-33,12,0
CCc1c(C)nc2ncnn2c1Nc1ccc(C(C)=O)cc1,0,-0.4,-19,0,5,98,0,-33,8,5
CC(C)CCN1CCC(CN2C(=S)NC[C@@H]2Cc2ccccc2)CC1,-2,-3.1,-5,-2,-8,105,4,7,3,-4
COC(=O)c1cc(C#N)c(Oc2ccc(OC)cc2)nc1C,-1,-0.8,-4,-2,-2,88,1,-10,4,11
CC(C)c1ccc(S(=O)(=O)N2CCN(C(=O)C3CCCCC3)CC2)cc1,6,-2.9,-5,-1,-5,98,-8,3,5,-11
O=C(NCc1ccccn1)c1ccc(Cl)c(S(=O)(=O)NCc2ccccc2)c1,-1,-0.4,-10,-1,-9,101,0,13,12,4
CCOC(=O)C1=C(N)c2ccccc2CC1C(C)C (centres undefined),5,11*,12,0,-12,88,-10,-47,2,-12
CSCCC(Nc1ccc(S(=O)(=O)N2CCOCC2)cc1[N+](=O)[O-])C(=O)OCC(=O)NCC(C)C (centres undefined),5,-0.5,-13,2,-14,99,2,-6,16,18
COc1cc(/C=N/NC(=O)Cc2csc(C)n2)ccc1OCC(C)C,-4,-0.9,8,0,4,95,-1,3,9,-5
Cc1ccc(Cn2c(C)c3cnn(CC(=O)NCCN4CCOCC4)c(=O)c3c2C)cc1,-1,0.4,-4,1,0,98,0,4,13,10
O=C(CCn1c(=S)oc2ccccc21)Nc1cccc(O)c1,0,-0.5,-5,-2,-10,99,6,5,0,5
CS(=O)(=O)C1=NSC2=NC(=O)/C(=C\c3cccn3-c3ccc(Cl)cc3)C(=N)N21,9,-1.2,-3,1,6,107,5,-33,6,-1
CC(C)C[C@H]1CNC(=S)N1C[C@H]1CCCN1C[C@H](CC(C)C)N1C[C@H](Cc2ccc(O)cc2)N(CCc2ccccc2)C1=S,-1,.,.,-16,7,94,26*,-2,.,-14
COC(=O)c1cn(NC(=O)C2CCC(C(C)(C)C)CC2)c(=O)c2ccccc12 (centres undefined),5,3.2,2,-2,-15,98,-2,6,-3,-5
Cc1ccc(N(C(=O)Cc2cccs2)C2C=CS(=O)(=O)C2)cc1Cl (centres undefined),1,-1.6,-4,1,-4,97,4,-16,-2,0
COCCN(C(=O)CSc1nnc(-c2cccc(F)c2)n1N)c1c(N)n(Cc2ccccc2)c(=O)[nH]c1=O,-4,-2.2,6,2,3,95,-3,-23,10,12

Later entries:
smiles,m5-HT2A agonist,MC4R barr agon,TLR9-MyD88 inh,Glyco luc inh,NOD2 RIPK2 PPI,ABCB6 inh MLPCN,ABHD5-PLIN5 inh,NCOA2 inhibitor,MC4R antag cAMP,Cardio protect
Cc1c(NC(=O)COC(=O)/C=C/c2ccc(Cl)cc2)c(=O)n(-c2ccccc2)n1C,-1,-1.7,-10,0,3,101,0,-18,16,-9
COc1cccc(C(=O)NCCS(=O)(=O)NCCCc2ccccc2)c1,-7,-0.7,1,0,2,96,4,-5,7,-4
O=C(Nc1ccc2c(c1)OCO2)C1CCCN1C(=O)NCc1ccccc1 (centres undefined),4,-1.9,4,1,-2,96,-3,0,5,-9
COc1ccccc1NS(=O)(=O)c1cccc(C(=O)NN=C2CCCC2)c1,-5,-0.5,-5,1,2,93,6,12,2,9
O=C(c1ccc(-c2cc3ccccc3oc2=O)cc1)N1CCN(c2ccc(Cl)cc2[N+](=O)[O-])CC1,9,-1.4,-3,-6,-14,102,-2,-7,-3,-2
O=C(NC1CCCCC1)c1cc([N+](=O)[O-])[nH]n1,-3,0.9,1,0,0,102,-3,-10,5,2
N#Cc1ccccc1Cn1c(-c2cscn2)nc2ccccc21,1,-1.5,5,2,-4,105,-3,18,19,-6
CCOCCCNS(=O)(=O)c1ccc2c(c1)CCN2C(=O)CC,1,-3.1,-2,-2,-3,93,-5,10,6,-14
Fc1ccc(-c2noc(C3CCN(Cc4cccnc4)CC3)n2)cc1,-4,-0.4,3,-3,4,90,-3,16,8,-19
Nc1cccc2c1C(=O)N(C(=O)/C=C/c1cccc(Br)c1)C2=O,0,-0.9,8,?,2,100,5,12,-7,7
COc1ccc(Br)cc1S(=O)(=O)Nc1ccc(Cl)cn1,1,-0.6,-6,0,-5,96,2,-23,1,0

Source: PubChem BioAssay

These rows are one share of the data. The share of hits here may be higher or lower than overall.
